S1P3 antag – S1P3 (human) receptor antagonism; CHO S1P3 NFAT-BLA reporter, FRET fluorescence, antagonist mode; 170,000 tested, 0.27% active; Q99500; AID 485; inhibition, % at 4.98 µM;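 active means inhibition above the plate cutoff, the mean inhibition of test wells on that plate plus 3 SD, cut at about 28% in these data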;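 further: cells challenged with S1P at its EC80 of 0.8 µM; blue over green emission ratio from cleaved BLA substrate after 4 h stimulation; 0% = S1P-stimulated wells and 100% = unstimulated DMSO-only wells; some compounds past the cut are filed as inactive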
Target sequence (Q99500 whole entry, looked up): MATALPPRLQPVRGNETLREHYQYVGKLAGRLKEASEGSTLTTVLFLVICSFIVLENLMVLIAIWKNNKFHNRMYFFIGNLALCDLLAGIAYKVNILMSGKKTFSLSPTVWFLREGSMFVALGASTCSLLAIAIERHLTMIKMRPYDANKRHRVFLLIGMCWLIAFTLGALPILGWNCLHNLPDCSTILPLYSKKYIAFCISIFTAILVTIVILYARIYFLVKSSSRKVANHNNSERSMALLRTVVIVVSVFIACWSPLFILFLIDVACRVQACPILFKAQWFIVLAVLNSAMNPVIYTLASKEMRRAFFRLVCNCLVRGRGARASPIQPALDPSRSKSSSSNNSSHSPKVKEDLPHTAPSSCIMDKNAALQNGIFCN
* = called active by the depositor. Only part of the results is shown (hit frequency here may not be typical).

entry | Compound | S1P3 antag
1 | O=C(O)CCCCCN1C(=O)/C(=C\c2cn(-c3ccccc3)nc2-c2cccs2)SC1=S | 6
2 | COC(=O)Nc1csc2c1NC(=O)CCCC2 | 3
3 | O=C(NCCN1CCCCCC1)C1CCCN1S(=O)(=O)c1cccc2nsnc12 (stereo unspecified) | 6
4 | O=C1NC(=Nc2cccnc2)S/C1=C/c1ccc(F)cc1 | -5
5 | CC(C)(CCO)NC(=S)NC1CC2C=CC1C2 (stereo unspecified) | -4
6 | CCOC(=O)C1=NNC2C(=O)N(Cc3ccccc3)C(=O)C12 (stereo unspecified) | 7
7 | COc1cccc(C2C(=O)c3ccccc3C2=O)c1 | -6
8 | COC(=O)Cn1c(=O)c(C(=O)CCl)c(N)n(Cc2ccccc2)c1=O | 9
9 | Cc1ccc(OCC(=O)N/N=C/c2ccncc2)cc1C | -8
10 | COC(=O)c1cc(S(=O)(=O)Nc2nn(C)c3ccccc23)oc1C | -3
11 | CN1C(=O)/C(=C\c2ccco2)N=C1c1ccc(Cl)cc1Cl | 6
12 | S=C(N/N=C/c1ccccc1Cl)Nc1cccc(Cl)c1Cl | -8
13 | O=[N+]([O-])c1ccc(C2NS(=O)(=O)N=C3CCCCCN32)cc1 (stereo unspecified) | 3
14 | CN(CCC#N)C(=S)Nc1ccc(F)cc1 | 1
15 | COc1ccccc1-c1cn[nH]c1-c1ccc(OCc2ccccc2)cc1O | 8
16 | CNC(=O)c1c(NC(=O)c2cc(-c3cc(C)c(C)cc3O)n[nH]2)sc2c1CCCC2 | 3
17 | O=C(c1ccccc1-c1nc(-c2ccccc2Cl)no1)N1CCOCC1 | 7
18 | CCOCCCNC(=O)/C(C#N)=C/c1cc(Br)c(O)c(Br)c1 | 1
19 | COc1ccc(/C=C2/SC(=S)N(c3ccc(S(=O)(=O)Nc4nccs4)cc3)C2=O)cc1 | 5
20 | COc1ccc(CCN2C(=O)CSC2=Nc2ccc(C)cc2C)cc1OC | 13
21 | CC(=O)Nc1ccc(Oc2nc(-c3ccccn3)nc3ccccc23)cc1 | 0
22 | COc1ccc(C(=O)COC(=O)CCc2ccccc2)cc1 | -1
23 | CC(C)NC(=O)N1CCCN(c2nc3ccc(Cl)cc3s2)CC1 | -14
24 | CCOC(=O)/C=c1\s/c(=C(\C#N)C(N)=O)n(-c2ccccc2)c1=O | 4
25 | CSc1nnc(SCc2nc3sc(C(=O)O)c(C)c3c(=O)[nH]2)s1 | 8
26 | Nc1nonc1C(=O)N/N=C/c1ccc(Br)o1 | 2
27 | CCC(=O)c1c[nH]c(C(=O)NCc2cccs2)c1 | -6
28 | CC(C)(C)OC(=O)NCCCCCc1nnc(SCc2ccc(F)cc2)o1 | -1
29 | CCN(CC)C(=S)Oc1ccc(Cl)cc1Cl | -1
30 | O=S(=O)(NC1CCN(Cc2ccccc2)CC1)c1ccc(Cl)cc1 | 10
31 | COc1cc(-c2cc(C(=O)Nc3ccc(S(=O)(=O)Nc4ncccn4)cc3)c3ccccc3n2)cc(OC)c1OC | -5
32 | CCOc1cc([N+](=O)[O-])c2nc(N)sc2c1 | -3
33 | CCC(=O)N1CCN(CCN=Cc2c(O)n(C3CCCCC3)c(=O)n(C3CCCCC3)c2=O)CC1 | 10
34 | CCOC(=O)c1ccc(N2C(=O)CC(NNC(=O)c3ccc(Br)s3)C2=O)cc1 (stereo unspecified) | 5
35 | CC(C)C1Cc2nc(Cl)c(C#N)cc2CO1 (stereo unspecified) | -10
36 | Nc1cccc(S(=O)(=O)Nc2ccc(SC(F)F)cc2)c1 | -5
37 | Cn1nc(C(C)(C)C)c(NC(=O)c2cccs2)c1C(C)(C)C | 1
38 | CC1=NN(C(C#N)c2ccccc2)C(c2ccccc2)C1 (stereo unspecified) | -23
39 | CCN(CCn1cccn1)C(=O)CCc1nnc(C2CCCCC2)o1 | 3
40 | CNC(=O)c1cc(NC(=O)CCn2nc(-c3ccccc3)c3ccccc3c2=O)ccc1OC | -6
41 | CCN(CC)S(=O)(=O)c1cc(C(=O)O)ccc1OC | -7
42 | CC1(C)CCSC(/C=C/c2ccccc2)=N1 | 4
43 | CCN(C(=O)c1cc2c(=O)[nH]c3ccc(C)cc3c2s1)c1ccc(OC)cc1 | 7
44 | Cc1ccc(S(=O)(=O)N(Cc2cc3ccccc3[nH]c2=O)c2cccc(C)c2)cc1 | -6
45 | N#C/C(=C\N1CCOCC1)S(=O)(=O)c1ccc(Cl)cc1 | 2
46 | O=C(NC1CCCCC1)c1cc(C2CC2)on1 | -2
47 | CCCC(C)NC(=O)Cc1ccccc1 (stereo unspecified) | 3
48 | C=CCc1c(C)nc(N2CCSCC2)[nH]c1=O | -4
49 | Cc1ccc(C(=O)N[C@H](C(=O)OCc2nnc(-c3ccccc3)o2)C(C)C)cc1 | -11
50 | CCCc1nn(C)c2c(=O)[nH]c(-c3cc(S(=O)(=O)Nc4ccc(NC(C)=O)cc4)ccc3OCC)nc12 | -19
51 | CCN(CC)CCCNC(=O)C1CCN(c2ncnc3c2sc2cccc(F)c23)CC1 | 1
52 | Cc1cc(C)nc(S/C=C/C(=O)c2ccccc2F)n1 | -2
53 | CCc1cc(C(=O)c2ccc(OC)cc2)c(NC(=O)CN2CCN(C)CC2)s1 | 0
54 | CCc1ccc(OCC(=O)NC(=S)Nc2ccc(C(=O)O)cc2)cc1 | -11
55 | COc1cccc(CN2CCN(C(=O)CCc3nnc(C4CCCCC4)o3)CC2=O)c1 | 2
56 | CCOC(=O)N1CCN(c2c(NCc3ccccc3Cl)c(=O)c2=O)CC1 | 7

Remaining list, next part.
entry | Compound | S1P3 antag
57 | CN(Cc1cn(C)nc1-c1ccccc1F)CC1CCN(Cc2ccccc2)CC1 | -17
58 | CCNC(=O)c1cc2c(=O)n3cccc(C)c3nc2n1C | -6
59 | CC[N+]1(CC(O)COC2CC(C)CC(C)(C)C2)CCOCC1 (stereo unspecified) | 2
60 | CCn1c2ccccc2c2cc(NC(=O)c3coc(=O)c(Br)c3)ccc21 | -9
61 | NC(=O)NCC(=O)N1CCC(C(O)(c2ccccc2)c2ccccc2)CC1 | -21
62 | CCOC(=O)c1ccc(N2CCOCC2)c(NC(=O)c2c(-c3ccccc3)noc2C)c1 | -9
63 | Cc1ccc(C)c(N2CN(CCC3=CCCCC3)CNC2=S)c1 | -9
64 | CC(C)C(=O)c1ccc(O)c(O)c1 | -13

Down the list, as entered above:
S1P3 antag, entries 28–36 → -1, -1, 10, -5, -3, 10, 5, -10, -5

Exported with values ahead of the structure: 2 of the compounds above
no.	S1P3 antag	SMILES
60	-9	CCn1c2ccccc2c2cc(NC(=O)c3coc(=O)c(Br)c3)ccc21
61	-21	NC(=O)NCC(=O)N1CCC(C(O)(c2ccccc2)c2ccccc2)CC1

(next part)
entry | Compound | S1P3 antag
65 | NC(=S)Nc1ccc(F)c(F)c1F | 7
66 | Cc1cc(C)n(-c2cccc(Cl)c2C#N)n1 | 10
67 | CCOc1cc(/C=N/n2c(C)nnc2C)ccc1O | -1
68 | O=C1NC(c2cccc([N+](=O)[O-])c2)=CCN1c1ccccc1O | 2
69 | COc1ccccc1/C=C1\Cc2ccccc2C1=O | 2
70 | Cc1ccc(/C=N/NC(=O)c2nnn(-c3nonc3N)c2CSc2ccccc2)cc1 | 5
71 | O=S(=O)(Nc1cccc(CO)c1)c1cccs1 | 14
72 | Cn1c(=O)c2[nH]c(SCc3ccccn3)nc2n(C)c1=S | 3
73 | FC(F)(F)c1ccnc(N2CCN(Cc3cnc(-c4ccccc4)[nH]3)CC2)c1 | -7
74 | O=[N+]([O-])c1ccc(/C=N/n2cn[nH]c2=S)cc1 | -14
75 | COC(=O)c1ccc(N=CC2=C(O)CC(c3ccccc3)CC2=O)cc1 (stereo unspecified) | -3
76 | Cc1ccc(C(=O)NNc2ncnc3ccccc23)cc1 | 5
77 | Cn1c(=O)c2c(O)c(Cc3ccccc3)c(=O)n(C)c2n(C)c1=O | -4
78 | Cc1ccc(CNC(=O)C(C)C2Sc3ccccc3NC2=O)cc1 (stereo unspecified) | 2
79 | C/C(=N\OCC(=O)O)c1ccc(Cl)cc1 | 2
80 | CCCCN(C(=O)Oc1ccccc1)C1CCS(=O)(=O)C1 (stereo unspecified) | -6
81 | O=S(=O)(c1ccc(-c2cc(C(F)(F)F)on2)s1)N1CCCC1 | -5
82 | O=[N+]([O-])c1ccc(/C=C/c2ccncc2)cc1 | -6
83 | Cc1cc(C(=O)N2CCC(C)CC2)on1 | -9
84 | NC(=O)c1ccc(/C(N)=N/S(=O)(=O)c2cc(C(F)(F)F)cc(C(F)(F)F)c2)cc1 | -12
85 | Nc1ccc2nc(SCc3ccccc3F)sc2c1 | -1
86 | COC(=O)c1ccc(OC)c(OC2CCCC2)c1 | 12
87 | O=C(N/N=C/C(Br)=C\c1ccccc1)c1cccs1 | -7
88 | Cc1cc(SCC(=O)c2ccc(O)c(O)c2)n2nc(C)c(-c3ccccc3)c2n1 | 12

Sorted by heavy-atom count (ascending): three of the compounds above.
entry | Compound | S1P3 antag
82 | O=[N+]([O-])c1ccc(/C=C/c2ccncc2)cc1 | -6
87 | O=C(N/N=C/C(Br)=C\c1ccccc1)c1cccs1 | -7
88 | Cc1cc(SCC(=O)c2ccc(O)c(O)c2)n2nc(C)c(-c3ccccc3)c2n1 | 12

(more compounds)
entry | Compound | S1P3 antag
89 | Cc1cc(=O)oc2cc(OCC(=O)Nc3ccc(S(=O)(=O)N(C)C)cc3)ccc12 | 1
90 | CCCCCc1n[nH]c2c1CCCC2 | -3
91 | Nc1nonc1-n1nnc(C(=O)N/N=C/c2ccccc2Cl)c1COc1ccc(F)cc1 | 13
92 | O=C1c2ccccc2C(=O)c2c(Nc3ccc(CCO)cc3)ccc(O)c21 | -12
93 | NC1=C(Br)C(=O)c2ccccc2C1=O | 2
94 | O=C(CSc1ccccn1)Nc1ccc2c(c1)OCCO2 | -11
95 | O=C(Nc1ccccn1)C(=O)Nc1ccccn1 | 1
96 | O=C(NNC(=O)c1cc2cc(OC(F)(F)F)ccc2[nH]1)c1cccc(C(F)(F)F)c1 | 5
97 | Cc1onc(-c2ccccc2Cl)c1C(=O)NCCn1c(C)cc2ccccc21 | 22
98 | O=c1c2c3nc4ccccc4nc3n(/N=C/c3ccncc3)c2ncn1-c1ccccc1 | -2
99 | Cc1cc(C)cc(OCC(=O)O/N=C(\N)c2ccccc2Cl)c1 | -2
100 | Cc1cc2c(NC(=O)CC(C)(C)CC(=O)O)cccc2nn1 | 2
101 | Cn1cc(/C=C/C(=O)N2CCCC(C(=O)c3cccc4ccccc34)C2)cn1 (stereo unspecified) | 0
102 | O=[N+]([O-])c1cccc(S(=O)(=O)NCCc2cn3ccccc3n2)c1 | 15
103 | O=C(COc1ccccc1)N1CCN=C1SCc1ccccc1F | -10
104 | Cc1cc(-c2ccccc2)nc2oc(C(=O)NN)c(N)c12 | 7
105 | NC(=O)c1ccc(NC(=O)COC(=O)c2ccc3c(c2)OCCO3)cc1 | -6
106 | COc1ccc2oc(N)c(C=O)c(=O)c2c1 | -8
107 | Cc1onc(-c2ccccc2)c1C(=O)NNC(=S)NC(=O)c1ccc2c(c1)OCO2 | -1
108 | CCc1ccc(Nc2c([N+](=O)[O-])c(=O)oc3ccccc23)cc1 | -6
109 | Cc1ccccc1NC(=S)Nc1ccc2[nH]c(=O)[nH]c2c1 | -8
110 | CCOC(=O)c1cn2c3c(c(F)c(F)c(F)c3c1=O)SC(N1CCCC1)=N2 | -40
111 | COC(=O)CNC(=O)c1ccc(NS(=O)(=O)c2cc([N+](=O)[O-])ccc2Cl)cc1 | -13
112 | Clc1ccc(CSc2nnc3c(n2)[nH]c2ccccc23)cc1 | 0
113 | O=[N+]([O-])c1ccc(C2=Nn3cnnc3SC2)cc1 | 5
114 | CCCCn1c(=N)n(CC(O)c2ccccc2)c2ccccc21 (stereo unspecified) | 13
115 | O=S(=O)(NCc1ccc2c(c1)OCO2)c1cccc2nsnc12 | -2
116 | Cc1ccc(/C=N/Nc2nc(C)cc(C)n2)cc1 | 14
117 | Cn1c(=O)c([N+](=O)[O-])c(NCC2CCCO2)c2ccccc21 (stereo unspecified) | -15
118 | O=S(=O)(c1ccccc1Oc1ccc(Cl)cc1Cl)N1CCCCC1 | -3
119 | Cc1cc(=O)n2c(-c3ccc(Cl)cc3)csc2n1 | 1
120 | CCCCC1(CO)C(=O)N(c2ccccc2)N(c2ccccc2)C1=O | -17
121 | COCCn1c(-c2ccc(Br)cc2)nc2oc3cc(OC)ccc3c(=O)c2c1=O | -14
122 | COC(=O)N(NC(=O)C(O)(C(C)C)C(C)C)c1ccccc1 | 11
123 | NC(=O)NC(=O)COC(=O)c1ccccc1OCc1ccc(F)cc1 | -3
124 | Cc1ccc(NNC(=O)c2ccno2)c(C)c1 | 2
125 | S=C1NCN(CCc2ccccc2)CN1Cc1ccccc1 | -12
126 | CCCNC(=O)CCn1c(=S)oc2ccccc21 | -8
127 | CC1=CC(C)(C)n2c(O)c(N=N)c3c(C)ccc1c32 | -1
128 | COc1ccccc1N1C(=O)[C@@H]2C(C(=O)CN3C(=O)c4ccccc4C3=O)=NN[C@@H]2C1=O | 9
129 | CCOC(=O)c1c(C)oc2c1c1c(c3ccccc32)OCN(CCCC(=O)O)C1 | 1
130 | c1cn2c(Nc3ccc4c(c3)OCCO4)c(-c3ccc(N4CCOCC4)cc3)nc2cn1 | 4
131 | O=C(N/N=C/c1ccccc1OC(F)F)NC1CCCCC1 | 14
132 | CCN1C(=O)CCC(C(=O)O)C1c1ccc(OC)cc1 (stereo unspecified) | -8
133 | C/C(=N/NC(=O)CSc1nc2ccccc2s1)c1ccncc1 | -4
134 | NC(=O)CSc1nnc(-c2ccccn2)n1Cc1ccco1 | 10
135 | O=S(=O)(Nc1cccc(-c2nnco2)c1)c1ccc(Cl)cc1 | 5
136 | CC(=O)/C(N=Nc1ccc(C(=O)O)cc1[N+](=O)[O-])=C(\C)O | 7
137 | Fc1ccccc1/C=N/n1cc(-c2ccccc2)[nH]c1=S | 4
138 | Fc1ccc(-c2nnn3c2nc(NCc2ccccc2)c2ccccc23)cc1 | -4
139 | O=[N+]([O-])c1ccc(Cl)c(S(=O)(=O)n2ccnc2)c1 | -9

Screens: PubChem BioAssay, The Scripps Research Institute Molecular Screening Center
